AID inhibitor = activation induced cytidine deaminase inhibition | AID deamination FRET fluorescence, UDG-coupled, 4 h | Q9GZX7 | actives 0.32% (n = 91,000) | AID 1347428 | Potency, µM (highest dose often 115 µM), without a hit: at the top dose activity change, negative = inhibition, usual class: inhibitors; also: nearly all actives have a fitted effect of over 25% in size
Target sequence (Q9GZX7 whole entry, looked up): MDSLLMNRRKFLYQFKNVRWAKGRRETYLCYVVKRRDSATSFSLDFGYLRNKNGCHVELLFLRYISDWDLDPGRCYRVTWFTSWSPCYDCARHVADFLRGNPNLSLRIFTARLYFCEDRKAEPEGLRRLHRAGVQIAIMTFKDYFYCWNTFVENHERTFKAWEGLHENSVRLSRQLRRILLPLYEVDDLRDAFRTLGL
UDG counterscr = UDG inhibition counter-screen | FRET deamination/UDG coupled assay, UDG read, 4 h | Potency, µM (top dose mostly 115 µM), without a hit: at the top dose activity change, negative = inhibition, most hits filed as inhibitors | actives 0.14% (n = 91,000) | AID 1347430; also: nearly all actives have a fitted effect of over 65% in size
Numbers without * were called inactive; ? = inconclusive; [ ] = remark or other dose. Calls follow the shape of the dose curve; as a rule, active = well fitted curve in the direction sought with a large enough effect; inconclusive = small, poorly fitted or top-dose-only effect, or another doubt; inactive = no such curve, though single readings can be large; an effect the other way counts as inactive or inconclusive. % is scaled to controls: 0 for no effect and ±100 for the full control effect; potency is read from the fitted curve at half-maximal effect. These rows are one share of the data; the hit share may differ from the screen's.

Compound,UDG counterscr,AID inhibitor
COCCNC(=O)NC(=O)CN(CC(C)C)C1CC1,9%,-2%
CCn1ccc2cc(S(=O)(=O)N3CCCN(C(=O)NCCOC)CC3)ccc21,6%,30%[activator]
CCOC(=O)C(C(=O)OCC)C(Nc1cccc(C)c1)c1ccccc1 (stereo not drawn),6%,2%
CCCOc1cccc(CNc2ccc(F)cc2)c1,0%,-4%
Cn1nc(CC(=O)NCC(=O)OCc2ccccc2)c2ccccc2c1=O,5%,0%
O=C(NCc1ccc(F)cc1Cl)c1cc(=O)[nH]c2ccc(S(=O)(=O)N3CCCCC3)cc12,0%,1%
Cc1cc(-c2ccc(C)c(S(=O)(=O)Nc3cccc(C)n3)c2)on1,0%,0%
CCS(=O)(=O)c1nc(S(=O)(=O)c2ccc(C)cc2)c(NCC(C)C)s1,-13%,5%
O=C(O)c1ccc(CNC2CCCC2)cc1,-6%,11%
CCc1nc2ccccc2c(C(=O)OCC(=O)NC(C)(C)C)c1C,-12%,-1%
COc1cc(C(=O)N(CCCN(C)C)c2nc3c(OC)cccc3s2)cc(OC)c1OC,-8%,-2%
O=C1NC2(CCCC2)C(=O)N1Cc1coc(-c2cccs2)n1,-6%,0%
OCCN(CCO)CC(O)COc1ccc(C23CC4CC(CC(C4)C2)C3)cc1 (stereo not drawn),-2%,-12%
Cc1ccc(CNC(=O)CN2CCCN(Cc3ccc(F)cc3)S2(=O)=O)cc1,-10%,?
CC(C)CC(=O)NCC12CC3CC(CC(C3)C1)C2,-12%,-11%
Cc1ccccc1NC(=O)COC(=O)c1cc(=O)[nH]c2ccccc12,5%,-5%
Cc1cc(C)c2c(CC(=O)Nc3nnc(C(C)C)s3)coc2c1,0%,5%
CC(C)(C)C1CCc2c(sc(NC(=O)c3ccc(Cl)cc3)c2C(=O)NCc2ccco2)C1 (stereo not drawn),-3%,-13%
COc1ccc(/C=N/OCc2ccc(Br)cc2)cc1OCc1ccccc1,-2%,1%
CCOc1ccccc1NC(=O)C(C)n1nnc2sc3c(c2c1=O)CCCC3 (stereo not drawn),30%,10%

Other entries.
Compound,UDG counterscr,AID inhibitor
C=Cc1ccc(CSc2nc(-c3ccccc3Cl)nc3c2Cc2c(CO)cnc(C)c2O3)cc1,-2%,?
COc1ccc(-c2cc(C(=O)Nc3cccc(C(C)=O)c3)no2)cc1OC,12%,-1%
Cc1ccccc1-n1nc(CO)c(C(=O)NCc2cccnc2)n1,2%[57.5 µM],10%
CC(C)(c1ccc(O)cc1)c1ccc(Cl)cc1,4%,4%
Fc1ccc(Nc2ncnc3onc(-c4ccc(Cl)cc4)c23)cc1Cl,3%,-7%
Cc1cccc(NS(=O)(=O)c2ccc3c(c2)CCN3C(=O)C2CCC2)c1,6%,-2%
CCc1ccc(NC(=O)C2CCC(CNS(=O)(=O)c3cccs3)CC2)cc1 (stereo not drawn),-17%[57.5 µM],5%
CC(=O)Nc1cccc(-c2nnc(SCC(=O)c3cc([N+](=O)[O-])ccc3Br)o2)c1,-9%,?
CCOc1ccc(NC(=O)CN2CCN(Cc3ccccc3)S2(=O)=O)cc1,28%,-14%
O=C(NCc1cccc(CNC(=O)Nc2ccccc2C(=O)NCCc2ccccc2)c1)Nc1ccccc1C(=O)NCCc1ccccc1,3%,2%
O=C1CCSc2ccc3ccccc3c21,-8%,-6%
O=C(NCc1ccc(F)cc1)c1ccc2c(Cl)c3c(nc2c1)CCCC3,-9%,-13%
Cc1ccc(-n2nnnc2CNC(=O)c2ccccc2C)cc1C,5%,5%
COc1ccc(C(=O)Oc2ccccc2Cl)c(OC)c1,5%,-1%
CC1Cc2cc(S(=O)(=O)NCc3ccc(F)cc3)ccc2N1C(=O)C1CCC1 (stereo not drawn),7%,8%
CCC(C)NC(=O)c1cc(-c2cccs2)nc2ccccc12 (stereo not drawn),9%,0%
Cc1cc2cc(NC(=O)c3cccc(C)c3C)ccc2[nH]1,-3%,-7%
Clc1ccc2c(Cl)c3c(nc2c1)CCCC3,-6%,-15%
O=C(Nc1ccc2c(c1)Cc1ccccc1-2)c1ccc2c(c1)OCO2,3%,6%
CCCC(C)NC(=O)COC(=O)CCS(=O)(=O)c1ccc(C)cc1 (stereo not drawn),2%,8%

Entries shown so far containing an aryl thioether with sulfur outside any ring:
Compound,UDG counterscr,AID inhibitor
C=Cc1ccc(CSc2nc(-c3ccccc3Cl)nc3c2Cc2c(CO)cnc(C)c2O3)cc1,-2%,?
CC(=O)Nc1cccc(-c2nnc(SCC(=O)c3cc([N+](=O)[O-])ccc3Br)o2)c1,-9%,?

Gathered by group, those above with a furan ring, fused or not.
Compound,UDG counterscr,AID inhibitor
Cc1cc(C)c2c(CC(=O)Nc3nnc(C(C)C)s3)coc2c1,0%,5%
CC(C)(C)C1CCc2c(sc(NC(=O)c3ccc(Cl)cc3)c2C(=O)NCc2ccco2)C1 (stereo not drawn),-3%,-13%

(continued)
Compound,UDG counterscr,AID inhibitor
O=C(Cc1ccc(Cl)c(Cl)c1)NCc1cccs1,1%,1%
Cn1nc(-c2ccc(N3CCOCC3)c(NC(=O)COc3ccccc3)c2)c2ccccc2c1=O,89µM*,?
Cn1ccc2cc(S(=O)(=O)N3CCCN(C(=O)Nc4ccccc4Br)CC3)ccc21,-6%,-3%
Cc1ccccc1NC(=O)c1sc2c(c1C)C(c1cccnc1)CC(=O)N2 (stereo not drawn),-7%,-10%
O=C1NC2(CCCC2)C(=O)N1Cc1coc(-c2ccc(Cl)cc2)n1,-12%,-6%
COc1ccc(CN(C(=O)c2cc3ccccc3oc2=O)C2CCS(=O)(=O)C2)cc1 (stereo not drawn),-6%,-9%
COc1ccc2oc(=O)c(-c3nnc(-c4ccc(C)cc4)o3)cc2c1,-5%[57.5 µM],20%
O=C(O)C1CC=CCC1c1nc2ccccc2s1 (stereo not drawn),-2%,3%
COc1cc(/C=C2/NC(=O)NC2=O)ccc1OCc1ccccc1F,-12%,-23%
C=CCOC(=O)COc1ccc2c(=O)c(Oc3ccccc3Br)coc2c1,5%,-7%
CCOc1ccc(S(=O)(=O)Nc2cccc(-c3ccc(N4CCC(C)CC4)nn3)c2)cc1,-15%,-10%
Cc1ccc(N2CC(c3nnc(Cc4ccc(F)cc4)o3)CC2=O)cc1 (stereo not drawn),0%,-5%
CC(CNC(=O)c1cc2ccccc2o1)N1CCCC1 (stereo not drawn),4%,2%
Cc1ccc(-c2ccc(=O)n(CC(=O)Nc3cccc(C#N)c3)n2)cc1,7%,7%
CCOc1ccccc1OC(=O)c1ccc(F)cc1Cl,-6%,-5%
COc1ccc(CNC(=O)CCC2N=C3c4ccccc4N=C(SCc4cccc(F)c4)N3C2=O)cc1 (stereo not drawn),-22%,-14%
CCCCc1ccc(NC(=S)NCCc2ccc(Cl)cc2)cc1,3%,-12%
Cc1cc(SCC(=O)Nc2ccc(C(F)(F)F)cc2)nc(=O)[nH]1,-1%,44%[activator]
COc1ccc(-c2cc3nc(C)c(CCC(=O)Nc4cccc(C(F)(F)F)c4)c(C)n3n2)c(OC)c1,-6%,-16%
CC1CCN(S(=O)(=O)c2ccc3c(c2)N(CC(=O)NCCCN2CCCC(C)C2)C(=O)CS3)CC1 (stereo not drawn),-1%,-6%

Next section:
Compound,UDG counterscr,AID inhibitor
CC(C)Oc1ccc(-c2nc3c(C#N)c[nH]n3c2NC2CCCCC2)cc1,11%,-7%
O=C(Nc1ccccc1F)c1ccccc1C(F)(F)F,0%,6%
CCc1ccc2occ(CC(=O)Nc3ccc(OC)c(Cl)c3)c2c1,-20%,?
CCn1c(=O)cc(OCC(=O)Nc2ccccc2Cl)c2ccccc21,-4%,-6%
COc1ccc(Br)cc1CNC(=O)C1CCN(c2nnc(-n3cccc3CNc3ccc(C)cc3)s2)CC1,-8%,2%
Cc1ccc(Sc2ccc(NC(=O)c3n[nH]c(=O)c4ccccc34)cc2)cc1C,-1%,16%
COc1cccc2c1Oc1ncccc1N(C(=O)CCC(=O)NCc1ccccc1Cl)C2,-1%,-7%
CCC(=O)N1CCc2cc(S(=O)(=O)NC(Cc3ccccc3)C(=O)NCc3ccc(F)cc3)ccc21 (stereo not drawn),7%,-8%
CCOc1cccc(/C=C(/C#N)c2ccccn2)c1OC(F)F,5%,0%
O=C1c2ccccc2NC(c2cccc(Cl)c2)N1c1ccc(N2CCOCC2)cc1 (stereo not drawn),4%,0%
COc1ccc(-c2c3c(=O)n(C)c(=O)n(C)c3c3c(-c4ccc(C)cc4)nc4ccccc4n23)cc1,-1%[57.5 µM],25%[57.5 µM]
COC(=O)c1sccc1S(=O)(=O)N(CC(=O)NCc1ccc(C)cc1)c1ccccc1,13%,-19%
CCCCCCCCOc1ccc(/C=C/C(=O)C2C(=O)C=C(C)OC2=O)cc1 (stereo not drawn),-3%,-3%
Cc1cccc(C)c1NC(=O)CSc1nccn1C,6%,27%
Cc1cc(=O)n(CC(=O)NCc2ccc(OC(C)C)cc2)c2c1c(C)nn2-c1cccc(F)c1,20%,3%
COc1ccccc1CNS(=O)(=O)c1ccc2c(c1)CC(=O)N2C,-10%[57.5 µM],28%[57.5 µM]
O=C(CN1CCCN(Cc2ccc(Cl)cc2)S1(=O)=O)Nc1ccccc1F,-13%,-19%
CCc1ccc(NC(=O)C2CCN(c3nn4cc(-c5ccc(OC)cc5)nc4s3)CC2)cc1,?,0%
Cc1ccc(CCNC(=O)Cn2nc(C)c3c(C)n(-c4ccc(C)cc4)nc3c2=O)cc1,-10%,2%
COc1ccc(CC(=O)NCc2ccc3c(c2)CCN3C(=O)c2cccc(C)c2)cc1,-25%,?

Later entries.
Compound,UDG counterscr,AID inhibitor
CN(CCc1ccccc1)C(=O)Cn1cc(C(N)=O)c2ccccc21,5%,3%
COC(=O)c1cc2c(C(F)(F)F)cc(-c3ccccc3)nc2s1,-1%,-1%
Brc1c(Br)c(Br)c2[nH]cnc2c1Br,-5%,-11%
CCOCCn1c(SC)nc2c1c(=O)[nH]c(=O)n2C,-12%,-16%
O=C(Cc1cccc([N+](=O)[O-])c1)NCc1nc2cccnc2n1Cc1ccc(F)cc1,-12%,-22%
CN(Cc1ccccc1Br)C(=O)CSc1cc(C(=O)NC2CC2)c2ccccc2n1,-7%,0%
CCCCCCCC(=O)NCCCNC(=O)CCCCCCC,0%,3%
CCOc1ccc(NC(=O)CCS(=O)(=O)c2ccc3c(c2)n(C)c(=O)c(=O)n3C)cc1,2%,11%
CCOC(=O)C(NC(=O)c1ccccc1)(OC(C)C)C(F)(F)F (stereo not drawn),4%,7%
CSc1ncc(Cl)c(C(=O)Nc2ccc(S(=O)(=O)N3CCC(C)CC3)cc2)n1,-14%,10%
COc1cccc(NC(=O)CSc2nnc3[nH]c(=O)cc(-c4ccccc4)n23)c1,-3%,?
Cc1ccccc1CNC(=O)C(=O)NCC(c1ccc2c(c1)OCO2)N1CCOCC1 (stereo not drawn),10%,9%
Cc1ccc(CN(C)C(=O)c2cc(Br)ccc2O)c(C)c1,-6%,-8%
O=C(CSc1nnc(-c2ccccc2F)n1-c1ccccc1)NC(=O)NCc1ccccc1,1%,-26%
CC(=O)NCCNc1nc2c(-c3cccc(C)c3)nnn2c2ccc(Cl)cc12,-8%,10%
Cn1cc(S(=O)(=O)c2ccccc2)c(=O)c2cc(F)c(N3CCCCC3)cc21,-2%,4%
CCc1ccc(NC(=O)C(=O)NCCc2sc(-c3ccc(OC)c(OC)c3)nc2C)cc1,-4%,-14%
O=C(/C=C/Nc1ccc(Oc2ccccc2)cc1)c1ccc(Br)cc1,-6%,-3%
CCOc1ccc(NC(=O)c2cnc(N3CCCC3)nc2C)cc1,7%,-3%
CCNc1c(NC(=O)NCCc2ccccc2)c(=O)oc2ccccc12,0%,-17%

Profiles, looked up by structure.
CN(Cc1ccccc1Br)C(=O)CSc1cc(C(=O)NC2CC2)c2ccccc2n1 reads UDG counterscr = -7%; AID inhibitor = 0%
CCOc1ccc(NC(=O)c2cnc(N3CCCC3)nc2C)cc1 reads UDG counterscr = 7%; AID inhibitor = -3%
O=C(Cc1cccc([N+](=O)[O-])c1)NCc1nc2cccnc2n1Cc1ccc(F)cc1 reads UDG counterscr = -12%; AID inhibitor = -22%

The list goes on:
Compound,UDG counterscr,AID inhibitor
Cc1ccc(Cl)cc1N1CCN(CC(=O)NC2CCCC2)CC1,-6%,-1%
COc1ccc(-c2cc(C(=O)Nc3ccc(C#N)cc3)no2)cc1,20%,17%
CC(=O)c1ccc(N2CCN(C(=O)CCCn3c(=O)[nH]c4ccsc4c3=O)CC2)cc1,-4%,-8%
Cc1c(NC(=O)Cc2ccc(Cl)cc2)cccc1-c1nc2cccnc2s1,4%,1%
CCCCn1nc(C(=O)NCc2ccc(Cl)cc2)c2ccccc2c1=O,2%,-10%
Cc1cc(C)c(/C=C/c2onc(C)c2S(=O)(=O)N2CCC(C(=O)N3CCN(c4ccccc4)CC3)CC2)c(C)c1,-9%,?
